ERp5 block = blocks human ERp5 reductase activity on insulin. Q15084. ERp5 insulin aggregation, absorbance 650 nm, 90 min. inhibition, % at 9.99 µM. hit rate 0.05% among 350,000. AID 651711;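 active means mean replicate inhibition above about 25%, with every replicate also reaching it, limit read from the data, passing the limit was not always enough; inconclusive means only one of those two criteria met; inactive means neither criterion met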
Target sequence (Q15084 whole entry, looked up): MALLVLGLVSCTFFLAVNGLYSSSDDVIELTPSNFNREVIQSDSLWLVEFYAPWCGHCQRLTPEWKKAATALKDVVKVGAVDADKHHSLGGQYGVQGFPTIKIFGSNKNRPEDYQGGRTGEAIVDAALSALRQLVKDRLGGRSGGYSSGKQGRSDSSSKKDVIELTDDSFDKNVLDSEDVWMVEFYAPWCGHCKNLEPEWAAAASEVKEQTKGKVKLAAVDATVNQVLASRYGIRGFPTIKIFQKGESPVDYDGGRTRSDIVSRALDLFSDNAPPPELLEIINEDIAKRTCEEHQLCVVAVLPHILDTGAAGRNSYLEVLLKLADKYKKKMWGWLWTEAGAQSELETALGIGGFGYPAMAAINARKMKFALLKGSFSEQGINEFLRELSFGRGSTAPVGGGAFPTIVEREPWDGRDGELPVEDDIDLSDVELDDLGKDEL
Numbers without * were called inactive; ? = inconclusive.

ERp5 block	mol
-6.2	CC(C)NC(=O)C1(C)CN(S(C)(=O)=O)CC(=O)N1C1CC1 (stereo not drawn)
-0.6	COc1ccc(COCCN2CCN(S(=O)(=O)c3ccc(C)cc3)CCC2=O)cc1
-5.0	CS(=O)(=O)c1cccc(OCCCN2CCC(C(O)(c3ccccc3)c3ccccc3)CC2)c1
6.3	C[C@@H]1CN([C@@H](C)CO)C(=O)c2cc(NS(=O)(=O)c3ccccc3)ccc2O[C@@H](C)CCCCO[C@H]1CN(C)C(=O)Nc1ccc(C(F)(F)F)cc1
3.0	COC(=O)[C@@]12C[C@@H](CC(=O)NCCCCc3ccccc3)C(=O)N(Cc3ccco3)C1=CCC(C)(C)C2
3.8	N=C(N)n1ncc2c1CCCC2=O
-1.5	CON(C)C(=O)[C@H]1C[C@@H]2[C@H](C[C@@H](c3ccccc3)[C@H]1C)N(c1ccc(F)cc1)C(=O)N2CCCOc1ccccc1
11.1	O=C(C(=O)N1CCC(CNS(=O)(=O)c2ccc(F)cc2)CC1)c1cc2ccccc2o1
-1.9	Cc1cc(C)n2c(NC3CCCCC3)c(-c3ccc(F)cc3)nc2n1
-3.8	CC(C)N1CCc2c(sc(NC(=O)c3nc4ccccc4s3)c2C(N)=O)C1
9.3	O=C(Nc1ccccc1)Nc1nc(-c2ccc(F)cc2)cs1
-2.9	COCC(=O)N1C[C@H](C)[C@@H](OC)CN(C)C(=O)c2ccc(NC(=O)C3CCC3)cc2OC[C@@H]1C
-1.4	COc1cccc(NC(=O)N2CC(=O)N3[C@H](C2)[C@H](c2ccc(C4=CCCCC4)cc2)[C@@H]3CO)c1
-3.0	CCCCNC(=O)C[C@H]1C[C@@]2(C(=O)OC)C(=C[C@H](COCc3ccccc3)O[C@@H]2C)N(Cc2ccc3c(c2)OCO3)C1=O
0.3	COC(=O)c1cc2c(c3c4cc(C)ccc4n(S(=O)(=O)c4ccc(C)cc4)c13)C(=O)N(Cc1ccc(C(F)(F)F)cc1)C2
-2.1	CCC(C(=O)NCc1ccccc1)n1c(-c2ccc3c(c2)CCO3)nc2ccccc21 (stereo not drawn)
0.3	CCN1C(=O)N(C(C)=O)[C@@H]2C[C@H](C(=O)N3CCCC3)[C@H](C)[C@H](c3ccccc3)C[C@@H]21
1.6	COC(=O)c1ccsc1NS(C)(=O)=O
0.0	O=c1[nH]n2c(-c3ccccc3)nc(O)c2c2ccccc12
4.6	Cc1cccc(C)c1-n1nnnc1C1(C)CCC(=O)N1Cc1ccc(F)cc1 (stereo not drawn)
-4.8	COc1cccc(C#Cc2ccc3c(c2)[C@@H]2[C@@H](CCN2S(=O)(=O)c2cccc(OC)c2)[C@@H](CO)N3)c1
-0.7	C[C@H](CO)N1C[C@H](C)[C@H](CN(C)Cc2ccc(C(=O)Nc3ccccc3N)cc2)Oc2ccc(NC(=O)Cc3ccccc3)cc2CC1=O
-0.4	Cc1cc(C)n2c(Nc3ccc4c(c3)OCCO4)c(-c3ccccn3)nc2n1
-6.9	CSCCC(C(=O)Nc1c(C)cccc1C)n1c(COc2ccc(C)cc2)nc2ccccc21 (stereo not drawn)
-3.1	Cc1ccc(S(=O)(=O)NC(CCCNC(=O)OCc2ccccc2)C(=O)O)cc1 (stereo not drawn)
6.0	CCCCCCCCN1C(=O)[C@@H](CC(=O)NCCC(C)C)C[C@@]2(C(=O)OC)C1=C[C@H](C(C)(C)C)O[C@@H]2C
4.4	OC(c1ccccc1)(c1ccccc1)C1CCN(CCCOc2ccc(C(F)(F)F)cc2)CC1
-1.3	O=C1NC[C@H](CCCCN2C[C@H](Cc3ccc(O)cc3)N(CCc3ccccc3)C(=O)C2=O)N(CCC2CCCCC2)C1=O
-3.4	COC(=O)c1cc2c(c3c4ccccc4n(S(=O)(=O)c4ccccc4)c13)C(=O)N(Cc1ccc(N(C)C)cc1)C2
8.9	COC(=O)C[C@H]1C=C[C@H](NC(=O)c2cccc(F)c2)[C@@H](CO)O1

Following part.
ERp5 block	mol
0.9	CC(C)CC#Cc1cnc2c(c1)C(=O)N([C@@H](C)CO)C[C@@H](C)[C@@H](CN(C)C(=O)C1CCOCC1)O2
1.8	O=C(Cc1cn(Cc2ccccc2)c2ccccc12)Nc1ccc(Nc2cccnc2)cc1
?	COc1ccc([C@H]2C[C@@H](O)C[C@@H](CCn3cc(-c4ccccc4)nn3)O2)cc1
0.3	Nc1[nH]c(C(=O)c2ccccc2)c(-c2cccnc2)c1C(=O)c1ccccc1
-3.5	COc1ccc2c3c([nH]c2c1)[C@@H](CO)N(C(=O)NC(C)C)CC31CN(C(=O)C2CCCCC2)C1
-2.9	CC1=CC(O)(c2ccccn2)P(=O)(c2ccccc2)C=C1C (stereo not drawn)
14.1	Cc1cc(C)cc(SCc2noc(C(=O)NCC3CC3)c2C(=O)NCC2CC2)c1
0.8	COC(=O)[C@@]1(Cc2ccc(F)cc2)[C@H]2c3cc(C(=O)N(C)C)n(Cc4ccc(S(C)(=O)=O)cc4)c3C[C@H]2CN1C(=O)c1ccccc1
4.6	O=c1cc(O)cc2n1CCC2
2.2	Cc1cccc(C)c1-n1nnnc1C1(C)CCC(=O)N1CCc1ccc(O)cc1 (stereo not drawn)
-5.3	COc1ccc(C(C(=O)c2ccccc2)c2ccccc2)cc1 (stereo not drawn)
6.6	COc1cccc(OCCCN2CCC(C(O)(c3ccccc3)c3ccccc3)CC2)c1
2.7	CC(C(=O)NCc1ccccc1)n1c(Cc2cc(F)cc(F)c2)nc2ccccc21 (stereo not drawn)
-0.8	COC(=O)[C@@]1(Sc2ccc(C)cc2)CC(=O)N(c2cccc(SC)c2)[C@@H]1c1ccccc1
-2.2	COc1ccc(S(=O)(=O)N2CCC3(CC2)CN(Cc2ccncc2)[C@H](CO)c2[nH]c4cc(OC)ccc4c23)cc1
2.3	O=c1[nH][nH]c2c1[C@H](c1ccc(Cl)cc1)O[C@H](C1CC1)C2
3.7	O=C(Cc1ccc(NC(=O)C2CCCN(C(=O)c3ccccc3)C2)cc1)Nc1cccc(C(=O)N2CCCC2)c1 (stereo not drawn)
0.9	CCCCNc1c(CC(C)C)nc2nc(C)cc(C)n12
-6.4	COc1ccc2c3c([nH]c2c1)[C@@H](CO)N(Cc1ccccc1OC)CC31CN(C)C1
2.6	COc1ccc(C2NC(=O)N(CCCC(=O)O)C(C)=C2C(=O)OCc2ccccc2)cc1 (stereo not drawn)
-9.7	COc1ccc2c3c([nH]c2c1)[C@@H](CO)N(C(=O)Cc1ccccn1)CC31CCN(Cc2ccccn2)CC1
3.4	O=C(NN=Cc1ccco1)C(=O)Nc1ccc(Cl)c([N+](=O)[O-])c1
-0.7	C/C=C/c1ccccc1[C@@H]1[C@@H](CO)N(C(=O)CN2CCOCC2)[C@H]1C#N
8.4	CCCCNC(=O)c1[nH]c(C2CCNCC2)nc1-c1cccc(C(F)(F)F)c1
4.4	COc1cccc(C=C2SC(=S)N(Cc3ccco3)C2=O)c1OC
3.6	COc1ccccc1C(=O)N1CCC2CCNC2C1 (stereo not drawn)
4.4	O=C1NC[C@H](CCCCN2C[C@H](Cc3ccccc3)N(CCc3ccc(O)cc3)C(=O)C2=O)N(CCC2CCCCC2)C1=O
6.2	COc1ccc(CN2C(=O)CCC2(C)c2nnnn2-c2c(C)cccc2C)cc1 (stereo not drawn)
-2.1	COc1ccc2c3c(n(C)c2c1)[C@H](CO)N(CC1CC1)CC31CN(C(=O)c2ccccc2)C1
-0.3	Cc1ccc2c(c1)C=CC(C#N)N2C(=O)Oc1ccccc1 (stereo not drawn)

As a working copy, 7 of the compounds above:
ERp5 block	mol
8.4	CCCCNC(=O)c1[nH]c(C2CCNCC2)nc1-c1cccc(C(F)(F)F)c1
4.4	COc1cccc(C=C2SC(=S)N(Cc3ccco3)C2=O)c1OC
3.6	COc1ccccc1C(=O)N1CCC2CCNC2C1 (stereo not drawn)
4.4	O=C1NC[C@H](CCCCN2C[C@H](Cc3ccccc3)N(CCc3ccc(O)cc3)C(=O)C2=O)N(CCC2CCCCC2)C1=O
6.2	COc1ccc(CN2C(=O)CCC2(C)c2nnnn2-c2c(C)cccc2C)cc1 (stereo not drawn)
-2.1	COc1ccc2c3c(n(C)c2c1)[C@H](CO)N(CC1CC1)CC31CN(C(=O)c2ccccc2)C1
-0.3	Cc1ccc2c(c1)C=CC(C#N)N2C(=O)Oc1ccccc1 (stereo not drawn)

Remaining list, next part:
ERp5 block	mol
-9.6	CCC(=O)N1CC2(C1)CN(S(C)(=O)=O)[C@@H](CO)c1c2c2ccc(OC)cc2n1C
-1.8	O=C(C(=O)N1CCC(CNC(=O)c2cccs2)CC1)c1cc2ccccc2o1
5.8	COc1ccccc1Cc1c(-c2ccccc2)nc2cc(C)c(Br)c(C)n12
6.6	COCC(=O)N1CCC2(CC1)CN(S(C)(=O)=O)[C@H](CO)c1c2c2ccc(OC)cc2n1C
1.0	O=c1cc(-c2ccccc2)nc2c(Cl)cc(Cl)cn12
-3.0	COCc1[nH]nc2c1C(c1ccc(C)cc1)N(c1ccc(OC)cc1)C2=O (stereo not drawn)
-0.4	COC(C[C@H]1O[C@@H]1C(=O)COCc1ccccc1)OC
1.7	CCN1C(=O)[C@H]2[C@@H](c3ccc(-c4ccc(F)cc4)c(OC)c3)N[C@@](CC(C)C)(C(=O)OC)[C@H]2C1=O
-0.1	COc1cc(C=NN=c2sc3ccccc3n2C)ccc1OCCO
-20.7	N#Cc1ccc2nc(-c3ccc(CN4CCC5(CC4)CNc4ccccc45)cc3)c(-c3ccccc3)nc2c1
0.8	Cc1noc(C)c1S(=O)(=O)N(C)C[C@@H]1OCCCC[C@@H](C)Oc2ccc(NS(=O)(=O)c3ccccc3)cc2C(=O)N([C@@H](C)CO)C[C@@H]1C
0.5	COc1ccc(C2=Nc3ccccc3N(C(=O)c3ccc(C(F)(F)F)cc3)C2C(=O)Nc2c(C)cccc2C)cc1 (stereo not drawn)
0.9	CCCCCNC(=O)C(c1ccccc1)n1c(=O)c(-c2cc3ccccc3[nH]2)nc2ccccc21 (stereo not drawn)
2.2	COc1ccc(-c2nc3cc(C)c(Br)c(C)n3c2Cc2ccccc2C(F)(F)F)cc1OC
-4.9	COC(=O)C(C#N)(CCC(=O)c1ccccc1)CCC(=O)c1ccccc1
0.1	O=C1NC[C@H](CCCCN2C[C@H](Cc3ccccc3)N(CCC3CCCCC3)C(=O)C2=O)N(Cc2ccccc2)C1=O
-3.2	C[C@H](CO)N1C[C@H](C)[C@H](CN(C)S(=O)(=O)c2ccccc2)Oc2c(NC(=O)Nc3cccc4ccccc34)cccc2C1=O
6.6	CC1=C(C(=O)N2CCCCCC2)CC(CC(=O)NC2CCCCC2)C(=O)N1CCC1=CCCCC1 (stereo not drawn)
3.0	O=C(C[n+]1ccc(C(=O)c2ccccc2)cc1)Nc1cccc([N+](=O)[O-])c1
-2.4	Cc1ccc(-c2nc3c4ccccc4ccn3c2CC2CCCCC2)cc1
-3.8	CCc1cc2c(nc1CC)CCCN2S(=O)(=O)c1ccccc1C
-9.4	CCC(=O)N1CCC2(CC1)CN(Cc1nccs1)[C@@H](CO)c1c2c2ccc(OC)cc2n1C
0.3	Cc1cc(O)cc(=O)n1-c1ccc(Cl)c(C(F)(F)F)c1
-2.7	C[C@H]1[C@H](c2ccccc2)Oc2ccc(Cl)cc2S(=O)(=O)N1C[C@@H]1CCCN1C(=O)OC(C)(C)C
5.5	Cc1ccc2c(c1)-n1c(nc3ccccc3c1=O)C(Cc1ccc(O)cc1)NC2=O (stereo not drawn)
9.9	COc1ccc2c3c([nH]c2c1)[C@H](CO)N(C(=O)CC1CC1)CC31CN(C(=O)CC2CC2)C1
-3.6	C[C@H](CO)N1C[C@H](C)[C@@H](CN(C)Cc2ccc(C(=O)Nc3ccccc3N)cc2)Oc2c(NS(=O)(=O)c3ccccc3)cccc2C1=O
0.9	COC(=O)[C@]12CCCCC=C1N(CCc1ccc(OC)c(OC)c1)C(=O)[C@H](CC(=O)N1CCCCC1)C2
1.3	COC(=O)/C=C1\OC(c2ccccc2)c2ccccc21 (stereo not drawn)
-0.8	COc1cccc(-c2nc(Cl)nc3cc(Cl)ccc23)c1

(next part)
ERp5 block	mol
-1.3	CC(=O)/C=C/n1c(=S)oc2ccccc21
-2.3	O=C(NCc1ccccc1)C(c1ccccc1)n1c(-c2ccccn2)nc2ccccc21 (stereo not drawn)
-7.5	CC(=O)NC(Cc1ccccc1C)C(=O)NC1CCN(c2ncccc2[N+](=O)[O-])CC1 (stereo not drawn)
8.1	C=CCCC1CN(Cc2ccc(OC)cc2)S(=O)(=O)c2c(Oc3ccc(C)cc3)cccc2O1 (stereo not drawn)
10.5	COc1ccc(-c2ccc3c(c2)[C@H]2[C@H](CCN2S(=O)(=O)c2ccc(F)cc2)[C@H](CO)N3C)cc1
5.6	CCCCc1c(-c2ccccc2OC)ncn1Cc1cc(F)cc(F)c1
2.5	COc1ccc2c(c1)OC[C@H]1[C@H]2N2C(=O)CNC(=O)[C@@]2(C)[C@H]1c1ccccc1
10.7	O=C(C(=O)N1CCN(S(=O)(=O)c2cccc(C(F)(F)F)c2)CC1)c1cccc(C(F)(F)F)c1
-0.2	C=CCCC1CN(Cc2ccc(OC)cc2)S(=O)(=O)c2c(NCc3cc(OC)c(OC)c(OC)c3)cccc2O1 (stereo not drawn)
-3.4	COc1ccc2c3c(n(C)c2c1)[C@@H](CO)N(C(=O)Cc1ccccn1)CC31CN(CC2CC2)C1
-0.6	CCCCc1c(-c2ccccc2OC)ncn1C1CCCCC1
7.6	COc1cc([N+](=O)[O-])c(OC)cc1Nc1ccccc1C(=O)O
3.4	CC(=O)Nc1ccc(NC(=O)Nc2ccc3c(c2)N(C)C(=O)CS3)cc1

3 entries out of the list above, sorted by the number in ERp5 block, lowest first:
ERp5 block	mol
-0.6	CCCCc1c(-c2ccccc2OC)ncn1C1CCCCC1
-0.2	C=CCCC1CN(Cc2ccc(OC)cc2)S(=O)(=O)c2c(NCc3cc(OC)c(OC)c(OC)c3)cccc2O1 (stereo not drawn)
10.5	COc1ccc(-c2ccc3c(c2)[C@H]2[C@H](CCN2S(=O)(=O)c2ccc(F)cc2)[C@H](CO)N3C)cc1

Source: PubChem

Some of the compounds tested, so the mix of outcomes need not match the whole.
